M1 ag parental: counter-screen for M1 agonists: effect in parental CHO-K1 cells; Fluo-8 calcium fluorescence; scaled to maximal ATP response, vehicle zero; AID 602248, 2012; 360,000 compounds, 0.48% hits; activation, % at 3 µM; in the data active = activation above about 15%;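 note: untransfected CHO-K1 host cells lacking M1 receptor as counterscreen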
OXTR potentiate: human OXTR potentiators, primary screen, fluorescence, CHO-OTR cells, Fluo-8 calcium; Oxytocin receptor (Homo sapiens), P30559; AID 2445, 2010; activation, % at 3 µM; Fluo-8 calcium fluorescence, potentiator mode; 0% = oxytocin EC15, 100% = EC100; 320,000 compounds, 0.061% hits;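 active = activation above that plate's cutoff, the mean activation of tested compounds plus 3 SD, cut at about 6.6% in these data, passing the limit was not always enough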;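 note: 100% uses oxytocin at 75 nM as the full agonist control; some results filed as inactive read as strong as hits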
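Material: human OTR in CHO cells. Compound: 3.0 µM, one dose. Timing: compound 6 min at room temperature before oxytocin, 100 s read. Evaluation: % activation of max/min ratio relative to oxytocin controls. Replication: single well per compound, singlicate. Signal: Fluo-8 calcium dye fluorescence.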
CHO parental Ca: ATP-evoked calcium signal inhibitors, parental CHO, primary screen, counter-screen for OX1R antagonist project, cell-based, fluorescence, Fluo-8 calcium dye. 330,000 compounds, 0.63% hits. inhibition, % at 5.6 µM. parental CHO-K1, ATP-induced calcium, Fluo-8 fluorescence;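 active = inhibition above that plate's mean sample inhibition plus 3 SD, cut at about 26% in these data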;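 note: 0% = ATP-challenged DMSO wells and 100% = DMSO wells without ATP; some compounds past the cut are filed as inactive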
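Test system: parental CHO cells; detection: calcium-sensitive Fluo-8 fluorescence; evaluation: percent inhibition of calcium signal; also added: ATP as calcium-mobilizing challenge; repeats: one well per compound; control set: ATP-challenged DMSO wells low, unchallenged DMSO wells high; compound: single nominal dose of 5.6 µM per compound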
CHO-K1 Ca antag: M1 antagonist counterscreen hit in parental CHO-K1 cells; ATP-induced calcium, Fluo-8 fluorescence; inhibition, % at 3 µM; 360,000 compounds, 0.6% hits; AID 602250;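 active = inhibition above a per-plate cutoff, the plate's mean sample inhibition plus 3 SD, cut at about 24% in these data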;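 note: 0% = DMSO plus EC80 ATP and 100% = DMSO alone without ATP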
M1 ag: human M1 muscarinic receptor agonists, primary screen, Fluo-8 calcium fluorescence, CHO-K1 cells, HTS. Muscarinic acetylcholine receptor M1 (Homo sapiens), P11229. CHO-K1 hM1, agonist mode; 0% DMSO, 100% acetylcholine EC100. activation, % at 3 µM. 360,000 compounds, 0.33% hits;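 active = activation above the run's mean compound activation plus 3 SD, cut at about 16% in these data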;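 note: peak over basal fluorescence ratio within a 140 s kinetic read after compound addition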
Target sequence (P11229 whole entry, looked up): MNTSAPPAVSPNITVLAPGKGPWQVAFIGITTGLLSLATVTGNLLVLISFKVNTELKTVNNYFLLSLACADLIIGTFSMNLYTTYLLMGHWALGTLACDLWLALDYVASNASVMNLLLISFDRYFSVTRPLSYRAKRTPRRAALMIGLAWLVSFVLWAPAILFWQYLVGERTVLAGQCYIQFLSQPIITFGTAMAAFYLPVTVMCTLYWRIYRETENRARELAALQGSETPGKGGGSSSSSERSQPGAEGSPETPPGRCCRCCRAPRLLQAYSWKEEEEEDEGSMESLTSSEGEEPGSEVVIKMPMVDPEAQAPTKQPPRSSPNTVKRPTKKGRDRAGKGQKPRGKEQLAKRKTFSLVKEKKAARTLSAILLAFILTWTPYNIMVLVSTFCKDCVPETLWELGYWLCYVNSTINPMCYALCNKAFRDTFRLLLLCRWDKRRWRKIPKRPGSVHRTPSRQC
TAAR1 antagonist: human TAAR1 antagonists, primary screen, Fluo-8 calcium fluorescence, CHO RD-HGA16 cells. AID 624466, 2012. antagonist. 360,000 compounds, 1.5% hits. inhibition, % at 3 µM;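 active = inhibition above a per-plate cutoff, the mean inhibition of test compounds on that plate plus 3 SD, cut at about 49% in these data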;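 note: 0% = DMSO plus EC80 beta-PEA response and 100% = DMSO alone without agonist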
Target sequence (Q96RJ0 whole entry, looked up): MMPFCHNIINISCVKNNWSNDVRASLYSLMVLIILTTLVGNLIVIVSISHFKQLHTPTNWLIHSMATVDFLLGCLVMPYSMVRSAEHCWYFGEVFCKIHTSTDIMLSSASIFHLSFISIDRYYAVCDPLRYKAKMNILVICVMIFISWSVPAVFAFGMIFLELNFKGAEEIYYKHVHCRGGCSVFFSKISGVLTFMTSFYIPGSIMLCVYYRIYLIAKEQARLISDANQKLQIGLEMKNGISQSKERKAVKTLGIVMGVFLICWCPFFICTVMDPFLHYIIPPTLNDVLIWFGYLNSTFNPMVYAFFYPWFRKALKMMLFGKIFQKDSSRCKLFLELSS
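Material: RD-HGA16 CHO cells with stable hTAAR1 and Gα16; Dosing: single nominal final test compound concentration of 3 µM; Schedule: seeding 17-24 h prior, 75-min 37 °C, 30-min RT dye loading; Detection: kinetic Fluo-8 calcium fluorescence measurement; Measure: % inhibition from peak post-agonist over basal fluorescence ratio; Benchmarks: vehicle and agonist controls.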
M1 antag: human M1 muscarinic receptor antagonists, primary screen, CHO-K1 cells, Fluo-8 calcium fluorescence, 1536-well. Muscarinic acetylcholine receptor M1 (Homo sapiens), P11229. CHO-K1 hM1, ACh EC80 antagonist. inhibition, % at 3 µM. 360,000 compounds, 1.3% hits. AID 588852, 2011;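 active = percent inhibition above its own plate's cutoff, namely the mean of that plate's compound wells plus 3 SD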;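 note: peak over basal fluorescence ratio during 140 s after agonist addition; 0% = ACh EC80 plus DMSO and 100% = DMSO alone without agonist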
M1 PAM parental: nonselective calcium activators in parental CHO-K1 cells, primary screen, counter-screen for M1 PAM project, cell-based, Fluo-8 calcium fluorescence, full deck, 1536-well. 360,000 compounds, 0.02% hits. activation, % at 3 µM. ATP EC20; 0% at ATP EC20, 100% at ATP max;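 active = activation above the run cutoff, the mean activation of all test compounds plus 3 SD, cut at about 40% in these data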;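 note: peak over basal fluorescence ratio in a 140 s read after ATP addition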
TAAR1 ag: human TAAR1 agonists, primary screen, Fluo-8 calcium fluorescence, CHO RD-HGA16 cells; Trace amine-associated receptor 1 (Homo sapiens), Q96RJ0; vehicle wells 0%, saturating PEA agonist 100%; activation, % at 3 µM; 360,000 compounds, 0.99% hits;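 active = activation above the mean activation of all test compounds in the run plus 3 SD, cut at about 38% in these data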
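System: CHO-derived RD-HGA16 cells with stable Gα16 and human TAAR1 / Times: 17-24 h plating, Fluo-8 75 min 37 °C, 30 min RT / Technique: calcium-sensitive Fluo-8 signal, excitation 470-495, emission 515-575 nm / Measure: % activation relative to PEA EC100 response / Benchmarks: DMSO and PEA EC100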
Numbers without * were called inactive; . = no result given.

SMILES	M1 ag parental	OXTR potentiate	CHO parental Ca	CHO-K1 Ca antag	M1 ag	TAAR1 antagonist	M1 antag	M1 PAM parental	TAAR1 ag
Cc1ccc(SCc2cc(=O)[nH]c(N3CCN(Cc4ccc5c(c4)OCO5)CC3)n2)cc1	-0.2	-12	-3	-13	-3	12	-13	14	-2
CCSc1nnc(NC(=O)C(C)(C)C)s1	0.4	-4	-5	4	-4	10	-27	-2	0
O=C1NC[C@H](CCCCN2CCN(Cc3ccccc3)C(=O)C2=O)N(CCc2ccc(O)cc2)C1=O	0.0	.	.	3	.	2	.	-7	4
Brc1ccc2nc(C3CCCCC3)c(CC3CCCCC3)n2c1	0.3	.	.	-15	-4	-3	-7	3	0
Cc1cc(S(=O)(=O)NCCN2CCOCC2)c(C)s1	0.0	-8	-10	1	-2	3	-10	11	1
O=C(COC(=O)c1ccccc1SCC(=O)N1CCCC1)NC1CCCCC1	0.2	-8	-15	-6	-2	15	-10	3	2
CC1=C(C(=O)N(C(C)C)C(C)C)CC(CC(=O)NC2CCCCC2)C(=O)N1Cc1ccc(C(C)(C)C)cc1 (stereo not drawn)	-0.5	.	.	13	-9	-12	2	-1	-1
CCSc1nc2ccc(OC)cc2cc1C#N	-0.3	0	-14	5	-4	-7	-7	-4	8
CC(C)(CC1(C)NC(=O)NC1=O)OCc1ccccc1 (stereo not drawn)	-0.1	.	.	-3	-2	8	4	-3	0
COCCn1c(SCC(=O)NCc2ccco2)nc2cccnc21	0.2	-8	-6	-8	-2	0	-26	5	5
COc1ccc(CCC(=O)Nc2nnc(C)s2)cc1	0.8	-12	-12	-8	-1	11	-14	17	2
CCCCC[C@@H]1[C@@H]2C(=C(OCC)C[C@@H]3C(=O)N(c4ccccc4)C(=O)[C@H]23)[C@H](c2ccccc2)N1S(=O)(=O)c1ccc(C)cc1	0.0	.	.	25*	5	-24	-5	-1	0
Cc1ccc(CNc2nc3ccc(C)cc3n3cnnc23)cc1	-0.2	-7	-15	-1	0	-14	-12	14	1
Cc1cc(NCc2ccccc2)nc(N2CCOCC2)n1	0.8	0	-5	-11	-5	-1	-14	15	11
COCCNC(=O)C1CCN(C(=O)c2cc3sccc3n2Cc2ccc(F)cc2)CC1	5.3	-12	-8	-6	0	3	-4	8	5

Four structures out of the list, ordered by molecular weight, high to low:
SMILES	M1 ag parental	OXTR potentiate	CHO parental Ca	CHO-K1 Ca antag	M1 ag	TAAR1 antagonist	M1 antag	M1 PAM parental	TAAR1 ag
CC1=C(C(=O)N(C(C)C)C(C)C)CC(CC(=O)NC2CCCCC2)C(=O)N1Cc1ccc(C(C)(C)C)cc1 (stereo not drawn)	-0.5	.	.	13	-9	-12	2	-1	-1
Brc1ccc2nc(C3CCCCC3)c(CC3CCCCC3)n2c1	0.3	.	.	-15	-4	-3	-7	3	0
COc1ccc(CCC(=O)Nc2nnc(C)s2)cc1	0.8	-12	-12	-8	-1	11	-14	17	2
CCSc1nc2ccc(OC)cc2cc1C#N	-0.3	0	-14	5	-4	-7	-7	-4	8

(more compounds)
SMILES	M1 ag parental	OXTR potentiate	CHO parental Ca	CHO-K1 Ca antag	M1 ag	TAAR1 antagonist	M1 antag	M1 PAM parental	TAAR1 ag
N#CC12CCCCC1CC1CCCCC1(C#N)N2N (stereo not drawn)	3.5	-6	-2	-7	-8	-11	-10	16	-1
C=CCOc1ccc(C=Nc2ccc(OC)cc2)c(O)c1	12	0	-16	3	-11	0	0	21	4
CCCCCCc1ccc(OCC(=O)O)cc1OCC(=O)O	0.0	-7	-6	-5	-3	-22	-6	-4	0
CCN(C(=O)COC(=O)CCC(=O)c1ccc(Cl)cc1)c1c(N)n(Cc2ccccc2)c(=O)[nH]c1=O	-0.5	.	.	-16	-3	-8	4	-6	2
Cc1cc(C)c(OCCCCN(C)C)c(Br)c1	0.6	-1	-9	-12	-6	6	8	-6	4
Cc1oc2cc(O)cc(O)c2c(=O)c1-c1ccc2c(c1)OCCCO2	2.0	-9	-5	-2	-3	-11	8	6	8
O=C(N/N=C\c1cccc([N+](=O)[O-])c1O)C1COc2ccccc2O1 (stereo not drawn)	1.9	-3	-20	-10	-8	20	-11	12	-1
Cc1cc(S(=O)(=O)N2CCOCC2)ccc1OCC(=O)Nc1ccc(F)cc1	4.0	-3	-1	17	-3	8	0	-3	-1
Cc1ccc(S(=O)(=O)NCN2C(=O)c3ccccc3C2=O)cc1	-0.2	.	.	-9	-2	0	-6	-6	0
Cc1nnc(SCC(=O)NCc2ccccc2Cl)[nH]c1=O	0.8	4	5	-10	-5	-1	-4	25	2
O=C(O)c1cccnc1SC1CC(=O)N(CCc2ccccc2)C1=O (stereo not drawn)	0.6	-1	6	-7	-5	-19	1	15	2
CC(Cc1cccnc1)NC(=O)c1cc(COc2ccc(F)cc2F)on1 (stereo not drawn)	5.9	-6	-13	-10	-2	-25	-11	7	4
CCCCCCCCOC(=O)C1=C(C)Nc2nnnn2C1c1cccs1 (stereo not drawn)	-0.2	-19	10	7	-2	-2	2	5	12
O=C(OCC(=O)N1CCc2ccccc21)c1ccc[n+]([O-])c1	-0.2	3	-10	-3	-2	-2	-20	14	6
Cc1ccc(C(C(=O)NC(C)(C)C)N(Cc2cccs2)C(=O)c2ccc3c(c2)OCCO3)cc1 (stereo not drawn)	0.6	-13	-28	-12	-7	13	0	26	6
O=C(O)C1C2C=CC(C3CC23)C1C(=O)NCCc1ccccc1 (stereo not drawn)	-0.2	-3	-21	-3	-5	93*	-4	10	91*
COc1ccc(C2(C)NC(=O)N(CC(=O)NC3CCCC3)C2=O)cc1OC (stereo not drawn)	0.6	-7	-9	2	-2	13	-5	2	-1
O=C(c1ccc(S(=O)(=O)Nc2ccccc2)cc1)N1CCCC(C(F)(F)F)C1 (stereo not drawn)	15*	-16	7	26*	31*	65*	5	-30	116*
C[C@@H]1CN([C@H](C)CO)C(=O)CCCn2nncc2CO[C@H]1CN(C)S(=O)(=O)c1ccc(Oc2ccccc2)cc1	0.4	.	.	-15	-11	-6	-10	18	1
O=C(Cc1csc(N2CCOCC2)n1)N/N=C/c1ccc(F)cc1	0.6	2	-11	-4	-4	8	-7	17	9
Cc1[nH]c2ccccc2c1C(=O)CN1CCC(C)CC1	0.6	-6	-9	-6	-6	4	11	18	2
Cc1ccccc1C1C(C#N)=C2N=C(N)c3ccccc3N2C2=C1C(=O)CCC2 (stereo not drawn)	8.3	0	-5	-12	2	-18	-5	21	0
OC(Cn1cncn1)c1ccc(Cl)cc1Cl (stereo not drawn)	0.1	-4	21	-1	2	13	-44	11	-1
CC(=O)c1c(C)[nH]c(C(=O)OCC(=O)NCc2cccs2)c1C	1.8	-8	-10	5	-1	-5	3	-8	10
CCOC(=O)c1c(-c2ccccc2)csc1NC(=O)/C(C#N)=C/c1ccc(OC)c(OC)c1	0.2	-5	-5	-5	-4	-17	-9	20	4
CCNC(=O)C1CCCN1S(=O)(=O)c1ccc(OC)cc1 (stereo not drawn)	0.3	-9	-6	0	-2	-4	-10	13	8
Cc1ccc(-c2nn(-c3cccc(F)c3)cc2CNCCc2ccncc2)o1	0.5	-2	-18	-8	-8	-4	-17	6	4
CN1CCc2c(C#N)c(N3CCCCC3)nc(NCc3ccccc3)c2C1	-0.2	-7	-15	18	-6	-7	6	-3	36
COc1ccc2nc(SCC(=O)Nc3ccc4[nH]c(=O)[nH]c4c3)[nH]c2c1	-0.1	-6	-12	6	-3	2	-5	-5	2
COc1ccc(-c2[nH]ncc2/C=N\NS(=O)(=O)c2ccccc2)cc1OC	-0.1	-7	-1	14	-2	8	-17	-8	0
NC(=O)c1ccc(NC(=O)Cc2cccs2)cc1	0.6	0	-4	-6	-1	10	-21	17	1
CCOC(=O)C(C)Oc1cccc2c(=O)n(CC(=O)NCCc3ccc(OC)c(OC)c3)ccc12 (stereo not drawn)	-0.1	-1	-17	-7	-4	-8	-11	6	0
O=C(/C=C/c1ccc(OCc2ccccc2)c(OCc2ccccc2)c1)c1cccnc1	0.4	-9	-13	-5	-7	27	0	17	4
CC1(C)N=C(SCC(=O)Nc2ccc(Cl)cc2)C(c2ccccc2)=N1	1.2	-11	-7	9	-4	43	3	13	7
Cc1c(Cl)c(-c2n[nH]c(=S)n2CC(C)C)nn1C	0.1	11	-16	2	-4	8	-3	12	0
S=C(c1ccc(-c2ccccc2Cl)o1)N1CCOCC1	0.4	-4	-18	-12	-6	.	-2	22	.
Cc1ccc(Cc2c(C)nc3nc(SCC(=O)NCCCN4CCCCCC4)nn3c2C)cc1	.	-9	-25	.	.	10	.	.	4
CCOc1ccc(OCCn2c(=S)[nH]c3ccccc32)cc1	0.9	.	.	-2	-3	-17	-17	14	10
CCC(C)c1ccccc1NC(=O)COC(=O)c1ccc2c(c1)S(=O)(=O)c1ccccc1C2=O (stereo not drawn)	3.1	-11	-18	-5	-7	9	7	-2	3
CCn1c(SCC(=O)Nc2nccs2)nnc1-c1ccc(C)cc1	0.3	-5	-4	11	-2	11	18	-5	3
COCCN1CCn2c(nc3cc(Nc4nnc(C)c5ccccc45)ccc32)C1	0.4	1	-21	-7	-4	3	-6	12	18
O=C(c1ccco1)N1CCN(Cc2nnc(-c3cccc(Cl)c3)o2)CC1	3.5	-6	5	2	0	-3	-8	9	-2
O=C(Nc1ccc(SC(F)F)cc1)c1ccccc1F	0.1	-16	2	-3	-13	16	-1	2	-1
Cc1ccc(NC(=O)c2nc[nH]c2C(=O)N[C@@H](C)C(=O)OC(C)(C)C)cc1	-0.5	-12	-7	-13	-9	-24	11	6	-1
CC(=O)c1sc2nc(C)cc(C)c2c1N	0.0	-1	-13	-4	-4	5	-5	17	4
Cc1cccc(C)c1NC(=O)C(c1ccccc1)N1CC(=O)Nc2ccccc21 (stereo not drawn)	-0.5	-4	-18	0	-2	-2	4	3	-1
Cc1noc(/C=C/N(C)C)c1S(=O)(=O)N1CCN(c2ccccc2)CC1	0.2	-8	-9	2	-4	5	0	3	-1

Screening data from PubChem BioAssay.
